MEKK2wt PB1 HTS: raises or lowers MEK5 binding to wildtype human MEKK2 PB1 domain | 290,000 compounds, 1.1% hits | AID 1531 | bead flow cytometry, Alexa488-MEK5 binding to MEKK2 WT; actives lie on both sides | binding response (% of control), % at 10 µM; in the data active = binding response below about 67% or above about 130%
NALP1 inh: blocks the NALP1 inflammasome reconstituted in yeast | S. cerevisiae NALP1/ASC/caspase-1 growth, X-gal OD620, 72 h | inhibition, % at 10 µM | 280,000 compounds, 0.61% hits; in the data active = inhibition mostly above about 24%, no sharp cut-off; inactive = mostly below about 32%; note: some compounds called inactive have numbers as strong as hits
MEKK2mut PB1 HTS: signal of MEK5 binding to mutant human MEKK2 PB1 domain. bead flow cytometry, Alexa488-MEK5 binding to MEKK2 mutant. percent response, % at 10 µM. 290,000 compounds, 0.35% hits. AID 1530; in the data active = percent response above about 24%, passing the limit was not always enough; note: inactives centre near 1; some results filed as inactive read as strong as hits
PfM18AAP inh: blocks P. falciparum M18 aspartyl aminopeptidase | recombinant PfM18AAP, H-Glu-NHMec fluorogenic cleavage | inhibition, % at 7.35 µM | 290,000 compounds, 1.2% hits;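 active = inhibition above the campaign mean inhibition over all tested compounds plus 3 SD, cut at about 28% in these data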;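 note: 0% = plate median of test compound wells and 100% = 2 mM ZnCl2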
OXTR agonist: activates the human oxytocin receptor; P30559; CHO-OTR cells, Fluo-8 calcium fluorescence; normalized: DMSO 0%, oxytocin 100%; activation, % at 3 µM; 320,000 compounds, 0.32% hits; AID 2435;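 active = activation above the mean of all tested compounds plus 3 SD, cutoff set per screening run, cut at about 20% in these data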;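 note: peak over basal fluorescence ratio from a 100 s FLIPR kinetic read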
Target sequence (P30559 whole entry, looked up): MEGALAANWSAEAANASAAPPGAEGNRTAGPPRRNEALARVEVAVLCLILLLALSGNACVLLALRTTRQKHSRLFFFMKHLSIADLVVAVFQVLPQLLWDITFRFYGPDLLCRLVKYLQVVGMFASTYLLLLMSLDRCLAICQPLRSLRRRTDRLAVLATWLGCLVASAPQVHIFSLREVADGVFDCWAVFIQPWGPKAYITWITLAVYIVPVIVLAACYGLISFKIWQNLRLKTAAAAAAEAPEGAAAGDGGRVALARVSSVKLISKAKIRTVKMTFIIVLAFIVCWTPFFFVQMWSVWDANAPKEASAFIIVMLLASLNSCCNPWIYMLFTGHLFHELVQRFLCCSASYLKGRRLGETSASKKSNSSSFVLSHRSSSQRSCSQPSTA
GalR3 antag: antagonists of human GalR3; inhibition, % at 3 µM; O60755; 360,000 compounds, 0.44% hits; HEK293 GalR3-CNG cAMP membrane potential fluorescence; galR3 body fused to GalR1 C-terminus; AID 651719;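 active = inhibition above the screen-wide average plus 3 SD, cut at about 13% in these data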;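 note: forskolin and galanin both at EC90 stimulate the cells; cAMP rise reported by CNG channel membrane potential dye signal; 0% = forskolin plus galanin with DMSO and 100% = forskolin alone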
Target sequence (O60755 1-299 limits assumed): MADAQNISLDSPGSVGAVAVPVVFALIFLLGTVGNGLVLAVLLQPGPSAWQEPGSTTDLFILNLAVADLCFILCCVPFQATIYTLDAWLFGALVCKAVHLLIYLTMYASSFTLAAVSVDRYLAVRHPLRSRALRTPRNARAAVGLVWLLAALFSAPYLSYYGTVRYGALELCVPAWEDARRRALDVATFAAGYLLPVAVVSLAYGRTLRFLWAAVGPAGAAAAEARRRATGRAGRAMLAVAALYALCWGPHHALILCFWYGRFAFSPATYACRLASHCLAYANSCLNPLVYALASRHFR
V1R ag counter: activates human V1a receptor in oxytocin agonist counter-screen. P37288. CHO-V1R cells, Fluo-8 calcium fluorescence, agonist mode; 0% DMSO, 100% 3 nM vasopressin. activation, % at 3 µM. 320,000 compounds, 0.25% hits;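 active = activation above the mean activation of all tested compounds plus 3 SD, per screening run, cut at about 20% in these data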;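 note: signal is peak over basal fluorescence ratio across a 100 second FLIPR read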
Target sequence (P37288 whole entry, looked up): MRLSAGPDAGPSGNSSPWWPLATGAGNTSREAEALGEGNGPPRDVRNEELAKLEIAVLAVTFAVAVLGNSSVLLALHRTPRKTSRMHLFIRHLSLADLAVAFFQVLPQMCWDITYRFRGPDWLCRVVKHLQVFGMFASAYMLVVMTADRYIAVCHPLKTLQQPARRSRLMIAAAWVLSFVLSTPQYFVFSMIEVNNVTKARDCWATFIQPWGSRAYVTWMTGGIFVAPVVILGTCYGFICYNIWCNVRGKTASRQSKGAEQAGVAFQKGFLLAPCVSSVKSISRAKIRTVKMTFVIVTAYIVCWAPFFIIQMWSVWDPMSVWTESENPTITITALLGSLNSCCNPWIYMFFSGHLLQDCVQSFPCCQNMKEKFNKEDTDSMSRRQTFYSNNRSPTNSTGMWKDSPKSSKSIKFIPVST
OXTR potentiator: potentiates the human oxytocin receptor response | CHO-OTR cells, Fluo-8 calcium fluorescence, potentiator mode; 0% = oxytocin EC15, 100% = EC100 | activation, % at 3 µM | 320,000 compounds, 0.061% hits | AID 2445;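 active = activation above that plate's cutoff, the mean activation of tested compounds plus 3 SD, cut at about 6.6% in these data, passing the limit was not always enough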;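 note: 100% uses oxytocin at 75 nM as the full agonist control; some results filed as inactive read as strong as hits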
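assay system = CHO-OTR cells, human receptor | schedule = compound 6 min at room temperature before oxytocin, 100 s read | detection = Fluo-8 intracellular calcium fluorescence, ex 470-495, em 515-575 nm | evaluation = normalized max/min fluorescence ratio, % activation | control set = EC15 oxytocin alone as 0%, 75 nM oxytocin (EC100) as 100%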
GPR7 antag: blocks human GPR7 receptor signaling | GPR7-expressing cells, fluorescence antagonist assay | 290,000 compounds, 1.1% hits | P48145 | AID 1861 | inhibition, % at 4.4 µM; in the data active = inhibition above about 16%, passing the limit was not always enough;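 note: cells stimulated with the agonist NPW; 0% = agonist with vehicle and 100% = vehicle without agonist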
Starred values were filed as active, the others as inactive; . = not tested or not shown.

SMILES	MEKK2wt PB1 HTS	NALP1 inh	MEKK2mut PB1 HTS	PfM18AAP inh	OXTR agonist	GalR3 antag	V1R ag counter	OXTR potentiator	GPR7 antag
Cc1nnsc1Sc1cccc(C(F)(F)F)c1	104.0	27.7	4.0	-0.1	-0.6	.	-0.2	-1.8	0.5
Cc1ccc(-c2cnc3ccccc3n2)cc1C	101.0	22.5	2.0	1.6	-2.2	-10.0	-0.6	-10.6	-9.3
COC(=O)c1ccc2nc(NC(=O)COC(=O)CSc3nc(C)cc(C)n3)sc2c1	101.0	24.9	-2.0	3.7	-0.4	-2.2	0.0	-4.1	-11.0
CCC1CCCCN1CCCNC(=O)Cn1nc(C)n2nc(-c3ccccc3)cc2c1=O (stereo unspecified)	105.0	19.6	3.0	-7.3	-0.8	-5.5	-0.3	-4.7	-4.6
COC(=O)[C@H](CCSC)NC(=O)Nc1ccc(C(C)=O)cc1	101.0	-1.1	12.0	3.0	0.7	2.8	-0.1	-3.5	-5.8
CCOC(=O)C1CCN(C(=O)c2cccnc2Oc2ccc(Cl)cc2)CC1	98.0	.	0.0	-9.0	2.7	-1.1	5.0	-9.3	-3.9
CCCCCC(=O)N/N=C(\C)c1ccccn1	101.0	27.1	2.0	3.8	-0.1	-5.0	0.2	-5.4	-7.9
CCOC(=O)CNC(=O)C1CCN(S(=O)(=O)c2ccc(-c3nn[nH]n3)cc2)CC1	99.0	-9.7	5.0	5.7	0.5	-8.7	1.3	-6.7	-2.7
O=C(Nc1cccc(-c2nc3ncccc3o2)c1)c1sc2ccccc2c1Cl	90.0	3.9	-10.0	-2.8	0.8	-5.8	0.2	1.5	-8.2
CC(C#N)(NC(=O)CN1CCN(S(=O)(=O)c2ccccc2C#N)CC1)C1CC1 (stereo unspecified)	.	.	.	.	1.7	-4.6	0.8	-6.9	.
Cc1ccc(S(=O)(=O)n2cnc3cc([N+](=O)[O-])ccc32)cc1C	102.0	36.6	5.0	-4.0	0.8	-0.7	0.5	-0.8	11.7
COCCCN1C(=O)N(c2ccccc2)C(=O)C1CC(=O)Nc1ccccc1 (stereo unspecified)	96.0	1.4	-4.0	-4.3	0.4	-10.3	-0.5	3.1	-14.1
C/C(=N\NC(=O)c1cc(Br)ccc1O)c1cccs1	98.0	-0.3	-3.0	8.2	4.8	-0.2	9.0	-4.9	-6.7
CC12CC3(C)CC(C)(C1)CC(C(=O)Nc1nn[nH]n1)(C2)C3	87.0	3.6	-14.0	6.2	0.1	2.1	3.5	7.2	-0.6
CC(C)NC(=O)c1onc(CSc2ccc(C(C)C)cc2)c1C(=O)O	117.0	-12.5	8.0	-0.2	0.5	-4.3	2.2	-23.4	-11.0
CCOc1ccc(CC(=O)N/N=C/c2cccnc2)cc1OCC	109.0	20.7	7.0	-5.2	1.4	-2.2	1.7	0.5	0.8
CC(C)n1nc(C(=O)OCC(=O)N2CC(=O)Nc3ccccc32)c2ccccc2c1=O	96.0	20.8	-1.0	-2.3	-1.8	-6.2	-0.1	-19.0	-4.6
CCCOc1ccc(-c2nnc(N)s2)cc1	127.0	-2.8	12.0	-12.9	-1.7	-6.5	-1.0	-6.0	-10.1
O=C(Nc1nnc(-c2ccc(F)cc2)o1)c1cc(Cl)sc1Cl	101.0	36.0	-2.0	-15.3	0.0	-3.5	0.9	5.2	-1.9
S=C(NC1CCCCC1)N1CCN(Cc2ccccc2)CC1	105.0	42.2	2.0	-4.1	0.4	-3.3	0.9	2.2	2.0
O=C(COC(=O)c1ccc(OC(F)F)cc1)NC(=O)NC1CCCC1	.	.	.	.	-1.8	-4.6	-0.9	-0.2	.
CCOc1ccc(C(C(=O)NCC2CCCO2)N(C(=O)c2snc(C(N)=O)c2N)c2ccccc2F)cc1 (stereo unspecified)	98.0	2.9	0.0	4.2	-1.1	0.8	-0.2	-13.6	-4.7
O=C(N1CCOCC1)N1CCN(c2nc(-c3ccccc3)cs2)CC1	104.0	25.1	11.0	13.2	.	-6.2	.	.	-0.7
Cc1onc(-c2ccccc2)c1C(=O)N/N=C/C=C/c1ccccc1	92.0	4.8	-12.0	-4.2	-3.0	-6.2	-0.7	-15.4	-4.3
N#C/C(=C\C=C\c1ccccc1)C(=O)NCc1ccco1	93.0	-7.9	-7.0	4.5	2.8	0.4	1.7	0.2	3.1
Cc1cc(C(=O)NNC(=S)Nc2cccc(C(F)(F)F)c2)nn1C	83.0	15.8	-9.0	9.1	-0.2	-1.9	0.5	-13.1	-1.3
CCCC(=O)Nc1ccc2c(c1)nc(CCNC(=O)c1ccccc1)n2C	109.0	-5.5	1.0	-4.1	0.1	-6.5	-0.4	-9.9	2.9
CCOC(=O)c1cnc2c(c(C)nn2CC)c1Cl	104.0	-5.6	5.0	-2.0	-0.8	1.4	0.0	-15.2	-10.2
S=C(NCc1ccco1)N1CCN(c2ccccn2)CC1	103.0	-0.7	5.0	0.5	0.1	2.1	-0.5	-5.0	0.0
Cc1ccc2cc(COC(=O)C3CCCO3)c(=O)[nH]c2c1 (stereo unspecified)	92.0	2.6	-5.0	-3.3	-0.6	-4.3	-0.4	0.0	-14.3
COc1ccc(C(=O)C2CCCN(C(=O)Cc3c(C)noc3C)C2)cc1OC (stereo unspecified)	104.0	-7.7	-2.0	3.4	1.2	-3.9	-0.3	0.8	-5.2
O=C1NC(c2ccccc2)(C(F)(F)F)C(=O)N1Cc1cccnc1 (stereo unspecified)	95.0	.	-5.0	6.0	0.7	6.4	0.2	-11.3	-3.7
Cn1cnnc1SCC(=O)Nc1ccc2nc(SCc3cccc4ccccc34)sc2c1	95.0	5.0	-7.0	-0.4	5.0	4.3	1.3	-11.2	18.1
CCOC(=O)N1CCC(NC(=O)c2cc(-c3ccc(F)cc3)[nH]c2C)CC1	.	8.0	.	-8.4	3.0	-4.0	4.0	-8.5	-8.9
CC12CCC(C(=O)N(CCCN3CCN(Cc4ccccc4)CC3)C1=O)C2(C)C (stereo unspecified)	96.0	9.2	-8.0	2.1	0.8	-3.8	-0.1	-9.4	-4.7
COC(=O)CS(=O)(=O)c1cc(Br)cc2c1N(C(C)=O)CC2	110.0	18.6	14.0	1.9	0.6	-1.3	1.8	-3.7	-7.6
O=C1CC2c3ccccc3C1C1C(=O)N(CCO)C(=O)C21 (stereo unspecified)	100.0	-7.6	1.0	0.8	0.8	-1.3	0.9	5.0	-3.4
CC(=O)c1cc2c(cc1NC(=O)CN1CCCCC1C)OCO2 (stereo unspecified)	98.0	5.4	-1.0	4.8	-1.6	4.2	-1.6	0.9	-0.6
Cc1ccc(S(=O)(=O)NCc2cccnc2)cc1C(=O)NC1CCCCC1	.	.	.	.	-0.4	-4.2	-0.8	-5.5	.
Cc1ccc2cc(CN(CCCN(C)C)C(=S)NCc3ccccc3)c(=O)[nH]c2c1C	130.0	24.5	-1.0	3.0	4.9	1.5	3.3	-11.8	4.2
COc1ccc(N(C(=O)C2CSC(=O)C2)C(C(=O)NC(C)(C)C)c2ccncc2)cc1 (stereo unspecified)	103.0	1.3	4.0	-5.4	-0.6	-3.8	-1.4	-1.4	-15.7
O=C(O)c1ccc(-c2nc(-c3cccc(C(F)(F)F)c3)cs2)cc1	104.0	-2.9	-1.0	-1.9	.	-4.7	.	.	4.2
CC(C)C(=O)Nc1ccc(C(=O)NNC(=S)NC(=O)c2ccco2)cc1	87.0	.	-4.0	13.8	-0.2	-1.0	-0.7	-1.4	-1.2
COc1ccc(OC)c(NC(=O)CSCC(=O)O)c1	96.0	3.9	-2.0	5.1	1.7	0.6	0.7	-2.8	-2.8
COc1ccc(N2CCN(C(=O)COc3ccc(S(=O)(=O)N4CCOCC4)cc3C)CC2)cc1	98.0	10.6	-4.0	2.2	0.0	-6.5	3.2	-5.2	-10.5
Cc1ccccc1NC(=O)CCCC(=O)c1ccccc1	109.0	10.8	8.0	0.0	-0.4	-5.3	0.5	-7.0	4.9
C/C(NC(=O)c1cccc(F)c1)=C1/C(=O)C[C@@H]2[C@H]1C2(C)C	92.0	9.2	1.0	-0.6	-1.0	-0.5	0.1	-1.0	-6.4
CCC1(c2ccccc2)NC(=O)N(CC(=O)N(c2ccccc2)C2CCS(=O)(=O)C2)C1=O (stereo unspecified)	.	.	.	.	1.6	3.9	1.2	-8.5	.
COc1ccc(-c2sc3cc4c(cc3c2-c2ccc3c(c2)OCCO3)OCO4)cc1	.	.	.	.	0.3	-4.6	0.3	-3.8	.
CCOC(=O)Cn1c(=O)oc2cc(S(=O)(=O)N3CCN(c4ccccn4)CC3)ccc21	108.0	-52.5	11.0	2.5	3.5	-3.1	1.6	-3.0	-3.4
Going on with the list.
SMILES	MEKK2wt PB1 HTS	NALP1 inh	MEKK2mut PB1 HTS	PfM18AAP inh	OXTR agonist	GalR3 antag	V1R ag counter	OXTR potentiator	GPR7 antag
Cc1ccc(S(=O)(=O)N(CC(=O)Nc2cccnc2)c2ccc(Br)cc2)cc1	107.0	14.5	2.0	-1.0	-0.1	-2.7	1.9	-16.2	-16.6
C=C(C)CSc1nc2sc3c(c2c(=O)n1-c1ccccc1)CCN(C)C3	111.0	8.6	9.0	8.4	-0.9	-10.7	-0.8	-6.1	-11.9
CCOc1cc(CN2CCc3c([nH]c4ccccc34)C2)ccc1OC	112.0	16.3	6.0	2.6	.	-13.7	.	.	-14.9
COc1nc2ccccc2nc1N1CCN(Cc2ccc3c(c2)OCO3)CC1	104.0	7.3	1.0	1.4	.	-10.0	.	.	-10.8
COc1ccc(CCC(=O)N2CCN(c3ccc([N+](=O)[O-])cc3)CC2)cc1OC	109.0	1.0	4.0	0.4	3.1	-9.5	7.9	-11.4	32.6
O=C(NCCNC(=O)c1cc(OCC(F)(F)F)ccc1OCC(F)(F)F)Nc1ccc(OC(F)(F)F)cc1	102.0	12.6	-4.0	-9.3	0.4	-5.4	1.3	-9.9	-5.6
C1CC(CN2CCOCC2)CN(Cc2nc(CC3CC3)no2)C1 (stereo unspecified)	100.0	-2.8	-3.0	-5.2	-0.8	0.5	0.4	-17.4	-4.0
CCCC(=O)Nc1ccc2c(c1)nc(CCNC(=O)c1ccco1)n2C	98.0	-1.9	-13.0	5.1	0.1	-1.8	0.9	-4.9	-11.4
Cc1ccc(Sc2ccc(NC(=O)CCl)cc2)cc1C	107.0	57.3*	0.0	0.1	0.3	-6.0	1.4	-15.9	8.0
N=c1sccn1CC(=O)N1N=C(c2ccc(Cl)cc2)CC1c1ccco1 (stereo unspecified)	94.0	15.1	-8.0	-6.2	1.0	-5.5	0.0	-0.6	14.6
Cc1cc(C)n2cc(CSc3nnc(SCc4cn5c(C)cc(C)nc5n4)s3)nc2n1	101.0	12.7	2.0	6.4	.	.	.	.	-10.4

Arranged by length of the SMILES (smallest number first): some entries from above.
SMILES	MEKK2wt PB1 HTS	NALP1 inh	MEKK2mut PB1 HTS	PfM18AAP inh	OXTR agonist	GalR3 antag	V1R ag counter	OXTR potentiator	GPR7 antag
CCOc1cc(CN2CCc3c([nH]c4ccccc34)C2)ccc1OC	112.0	16.3	6.0	2.6	.	-13.7	.	.	-14.9
CCCC(=O)Nc1ccc2c(c1)nc(CCNC(=O)c1ccco1)n2C	98.0	-1.9	-13.0	5.1	0.1	-1.8	0.9	-4.9	-11.4
Cc1ccc(S(=O)(=O)N(CC(=O)Nc2cccnc2)c2ccc(Br)cc2)cc1	107.0	14.5	2.0	-1.0	-0.1	-2.7	1.9	-16.2	-16.6

Screening data deposited in PubChem BioAssay by several laboratories.
